MLLE-PAM2 inh = inhibitors of microRNA-mediated deadenylation, human PABP1 MLLE binding; P11940; GST-MLLE / FITC-PAM2 fluorescence polarization; inhibition, % at 20 µM; 360,000 compounds, 0.36% hits; AID 588489; in the data active = inhibition above about 35%, passing the limit was not always enough;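 also: plate controls were DMSO wells with GST-MLLE for no effect and wells lacking GST-MLLE protein for full effect; some results filed as inactive read as strong as hits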
Target sequence (P11940 whole entry, looked up): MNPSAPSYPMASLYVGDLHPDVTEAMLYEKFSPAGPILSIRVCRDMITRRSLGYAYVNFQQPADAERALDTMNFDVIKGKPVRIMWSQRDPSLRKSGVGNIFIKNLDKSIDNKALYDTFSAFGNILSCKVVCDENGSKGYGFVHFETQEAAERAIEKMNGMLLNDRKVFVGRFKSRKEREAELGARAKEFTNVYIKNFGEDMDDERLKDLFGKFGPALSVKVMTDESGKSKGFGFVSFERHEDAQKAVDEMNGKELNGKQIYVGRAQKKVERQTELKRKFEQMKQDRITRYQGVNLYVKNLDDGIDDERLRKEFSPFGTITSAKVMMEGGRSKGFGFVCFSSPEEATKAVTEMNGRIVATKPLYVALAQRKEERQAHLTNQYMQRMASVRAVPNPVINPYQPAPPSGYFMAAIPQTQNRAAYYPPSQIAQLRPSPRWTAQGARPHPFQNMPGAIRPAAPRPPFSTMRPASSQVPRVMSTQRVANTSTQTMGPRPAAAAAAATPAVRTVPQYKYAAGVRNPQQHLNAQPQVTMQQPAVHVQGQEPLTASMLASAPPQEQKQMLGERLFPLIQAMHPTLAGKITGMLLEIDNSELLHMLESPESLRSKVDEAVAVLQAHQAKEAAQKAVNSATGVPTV
Rin1-Abl PPI inh = blocks binding of human Rin1 to Abl; P00519+Q13671; TR-FRET Rin1/Abl binding, biochemical; inhibition, % at 7.35 µM; 360,000 compounds, 0.4% hits; in the data active = inhibition above about 5%, passing the limit was not always enough
FAS-TE inh = FAS thioesterase (human) inhibition. recombinant FAS-TE, OMFH fluorogenic substrate, fluorescence endpoint. 360,000 compounds, 0.67% hits. inhibition, % at 15 µM;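 active = compounds whose normalised, plate-corrected inhibition of enzyme fluorescence in the single-dose primary screen is 50% or more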;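 also: 0% = DMSO with enzyme and 100% = substrate without enzyme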
Neddyl block = inhibitors of human cullin neddylation. TR-FRET cullin neddylation, biochemical. 360,000 compounds, 0.58% hits. calls only at 25 µM; in the data active = inhibition above about 36%
Tb MetRS inh = Trypanosoma brucei MetRS inhibition | purified T. brucei MetRS, ATP depletion, Kinase-Glo luminescence | inhibition, % at 11.9 µM | 360,000 compounds, 0.4% hits | AID 624268;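 active = inhibition above a per-plate cutoff of the control wells' mean inhibition plus 3 SD, cut at about 5.5% in these data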;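 also: 0% = DMSO wells median and 100% = median of wells with control inhibitor compound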
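Test system: purified T. brucei MetRS enzyme. Also added: ATP, methionine and E. coli bulk tRNA substrates. Compound: 11.9 µM single point. Schedule: 15 min enzyme-compound preincubation, 2 h reaction, 10 min detection, 25 °C. Signal: luciferase luminescence of residual ATP, Kinase-Glo. Evaluation: percent inhibition versus plate control medians. Controls: DMSO wells, low control.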
eLon inh = inhibits E. coli Lon protease. 360,000 compounds, 0.42% hits. AID 602123. inhibition, % at 7.94 µM. P0A9M0. purified E. coli Lon protease, fluorescence polarization; in the data active = inhibition above about 13%, passing the limit was not always enough;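 also: 0% = enzyme with probe and DMSO and 100% = no enzyme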
MsrA inh = inhibitors of bovine MsrA; purified bovine MsrA, absorbance read-out; inhibition, % at 15.5 µM; 360,000 compounds, 0.75% hits; AID 651718; in the data active = inhibition above about 4.5%;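 also: 0% = vehicle wells with enzyme and 100% = reference inhibitor wells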
bovine MsrA act = bovine methionine sulfoxide reductase A activation | 360,000 compounds, 0.3% hits | purified bovine MsrA, absorbance read-out | activation, % at 10.6 µM | AID 602163; in the data active = activation above about 7.5%;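 also: 0% = vehicle and 100% = reference activator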
CSN deneddyl inh = blocks human CSN-mediated cullin deneddylation | Q92905 | Purified CSN, SCF-Nedd8-OG deneddylation, fluorescence polarization | 360,000 compounds, 0.38% hits | inhibition, % at 12.5 µM;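 active = pattern-corrected inhibition above about 35%, with an unprinted fluorescence ratio check between 0.5 and 1.5, limit read from the data, passing the limit was not always enough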;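 also: 0% = enzyme with substrate and 100% = substrate without enzyme; some results filed as inactive read as strong as hits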
Target sequence (Q92905 whole entry, looked up, one chain of several): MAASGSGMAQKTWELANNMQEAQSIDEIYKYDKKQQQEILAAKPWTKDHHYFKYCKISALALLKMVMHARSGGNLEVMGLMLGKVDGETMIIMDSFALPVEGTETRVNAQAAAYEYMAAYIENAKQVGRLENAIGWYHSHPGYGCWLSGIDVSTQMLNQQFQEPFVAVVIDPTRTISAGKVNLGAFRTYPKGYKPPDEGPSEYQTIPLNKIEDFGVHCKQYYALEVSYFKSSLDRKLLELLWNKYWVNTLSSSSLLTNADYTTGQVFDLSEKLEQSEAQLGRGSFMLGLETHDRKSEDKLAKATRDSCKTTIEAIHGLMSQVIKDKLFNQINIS
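Schedule: reaction 90 min, room temperature / Assay system: HEK293T-derived human Csn5 enzyme / Input: Csn5 at 0.24 nM final / Measure: inhibition of Csn5 cleavage, % / Control set: substrate-only high control, full reaction low control / Technique: fluorescence polarization of the substrate / Buffer or medium: Tris/NaCl/DTT buffer, pH 7.5 / Reagent: SCFSkp2-Nedd8OG substrate at 10 nM final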
* marks the source's active call; other numbers are inactive results; i = inactive; / = no result given; + = active, no number. Rows are unselected, and some 4% of all compounds hit somewhere here.

The first 6 records as a preview:
The line under a structure holds: MLLE-PAM2 inh, Rin1-Abl PPI inh, FAS-TE inh, Neddyl block, Tb MetRS inh, eLon inh, MsrA inh, bovine MsrA act, CSN deneddyl inh
1) COc1ccccc1NC(=O)NCC1(N(C)C)CCCCC1
→ -2, -1, -2, i, -1.0, -3, -1.5, 0, 3
2) CC(=O)NNc1ccc(C(F)(F)F)cc1[N+](=O)[O-]
→ -7, -5, -4, i, -0.5, 10, 0.1, 0, 0
3) O=C1CSC(c2ccccn2)N1c1ccc2ccccc2c1 (stereo not drawn)
→ 5, -1, -5, i, -0.4, 5, -0.1, 2, -1
4) Cc1cc(C)cc(C(=O)Nc2c3c(nn2C(C)(C)C)CS(=O)(=O)C3)c1
→ 11, 8, -5, i, 0.1, 2, -0.2, -2, 1
5) COc1ccc2c(=O)c(-c3ccccc3)c(C)oc2c1
→ 5, -5, -8, i, -1.3, -6, -0.4, -13, 0
6) COc1cccc2c(Cl)c(CCCl)c(C)nc12
→ 3, -2, 4, i, -0.3, 15, -0.5, -2, 4

Main list (from the top)
The line under a structure holds: MLLE-PAM2 inh, Rin1-Abl PPI inh, FAS-TE inh, Neddyl block, Tb MetRS inh, eLon inh, MsrA inh, bovine MsrA act, CSN deneddyl inh
1) COc1ccccc1NC(=O)NCC1(N(C)C)CCCCC1
→ -2, -1, -2, i, -1.0, -3, -1.5, 0, 3
2) CC(=O)NNc1ccc(C(F)(F)F)cc1[N+](=O)[O-]
→ -7, -5, -4, i, -0.5, 10, 0.1, 0, 0
3) O=C1CSC(c2ccccn2)N1c1ccc2ccccc2c1 (stereo not drawn)
→ 5, -1, -5, i, -0.4, 5, -0.1, 2, -1
4) Cc1cc(C)cc(C(=O)Nc2c3c(nn2C(C)(C)C)CS(=O)(=O)C3)c1
→ 11, 8, -5, i, 0.1, 2, -0.2, -2, 1
5) COc1ccc2c(=O)c(-c3ccccc3)c(C)oc2c1
→ 5, -5, -8, i, -1.3, -6, -0.4, -13, 0
6) COc1cccc2c(Cl)c(CCCl)c(C)nc12
→ 3, -2, 4, i, -0.3, 15, -0.5, -2, 4
7) CN(CC(=O)Nc1ccccc1C(F)(F)F)CC(=O)N1CCCCCC1
→ -12, 0, -6, i, -0.3, -6, -1.2, -4, -3
8) CC(C)(C)c1ccc(N=C2SCC(=O)N2Cc2cccs2)cc1
→ -3, 1, 1, i, -0.5, 3, -0.7, -3, 3
9) CC(=O)c1ccc2c(c1)C1C=CCC1C(c1ccncc1)N2 (stereo not drawn)
→ 6, -1, 2, i, 0.3, 7, 0.9, -2, 3
10) COc1cccc(-c2cnc3c(NC(C)=O)cc(-c4ccsc4)cn23)c1
→ -22, 1, 24, i, 0.1, -25, 0.2, -2, 6
11) Cc1c(C(=O)N2CCOCC2)c(S(=O)(=O)Nc2ccc(Br)cc2F)c(C)n1C
→ -3, -2, -9, i, 0.5, 3, -0.1, 1, -3
12) CC(C)N1C(=O)C2C(c3ccccc3O)NC(C)(C(=O)O)C2C1=O (stereo not drawn)
→ -7, 3, -4, i, -0.8, 4, 1.1, -7, -2
13) O=C(Nc1cnn(Cc2ccc(F)cc2)c1)C(c1ccccc1)c1ccccc1
→ 6, 0, 32, i, 0.0, -6, 0.0, 1, -1
14) O=C(OCCN(C1=NS(=O)(=O)c2ccccc21)c1ccccc1Cl)c1ccc(Cl)cc1
→ -11, -2, 42, i, -0.3, 4, 1.3, -2, 0
15) O=C(CS(=O)(=O)c1ccccc1)NCc1ccc(Cl)cc1
→ -6, -1, -4, i, -0.1, -18, 0.6, -1, -3
16) CCCC[n+]1c(C)sc2ccc(C)cc21
→ -110, -1, -4, i, -0.4, 1, 2.0, -3, 1
17) COc1cc(C2Nc3ccc4ncccc4c3C3=C2C(=O)CC(C)(C)C3)cc(OC)c1O (stereo not drawn)
→ 20, -5, -5, i, -0.5, 10, 0.9, -1, 2
18) CCn1c(SCC(=O)N2CCCCCC2)nc2c([nH]c3ccccc32)c1=O
→ -7, -1, -7, i, -0.4, 0, 0.2, -1, 0
19) O=C(CN1CCN(c2ccccn2)CC1)NCc1cccs1
→ 9, 0, -14, i, -0.8, 0, -0.3, -6, -2
20) CCOC(=O)/C(C#N)=C/c1cc2cc(C)c(C)cc2nc1Cl
→ -12, -2, -4, i, -0.8, -15, -0.3, -6, 14
21) COc1ccc(OC)c(NC(=O)c2cc(-c3cc(F)ccc3OCC3CCCO3)n[nH]2)c1 (stereo not drawn)
→ -11, 1, 22, /, 0.1, -2, 0.9, -2, 1
22) CCc1ccc(NCCC(=O)c2ccc(Cl)cc2)cc1
→ -3, 3, -8, i, -0.8, -8, -0.3, -2, 4
23) c1ccc(-c2nc3cc4ccccc4cc3[nH]2)nc1
→ -11, 0, -4, +, -2.6, -12, 2.4, 0, -3
24) Cc1cccc2cc(/C=N/NC(=O)c3ccncc3)c(Cl)nc12
→ 8, -3, 2, i, -0.4, -2, -0.1, -2, 0
25) COC(=O)c1cc(NC(=O)C23CCC(C)(C(=O)O2)C3(C)C)cc(C(=O)OC)c1 (stereo not drawn)
→ -4, 0, -4, i, 0.0, -5, -0.7, -4, -3
26) CCN(C[C@H]1N[C@@](Cc2ccccc2)(C(=O)OC)[C@H]2C(=O)N(Cc3ccccc3)C(=O)[C@@H]12)S(=O)(=O)c1ccc(F)cc1
→ 19, 2, 30, i, 0.3, -3, 0.9, 1, 1
27) COC(=O)CC(=O)N1CCN(c2ccc(Cl)c(Cl)c2)CC1
→ -4, 0, 1, i, 0.3, 3, 0.3, -2, 3
28) COc1cccc(C(O)c2ncc(-c3ccccc3Cl)[nH]2)c1 (stereo not drawn)
→ 2, 0, -4, i, 0.2, -4, -1.2, -2, 0
29) O=[N+]([O-])c1ccc(Nc2ccc(F)cc2)nc1
→ 18, 0, 0, i, -0.6, -1, 2.0, -3, -8
30) Clc1ccc(-c2nnc3n2-c2ccccc2SC3)cc1
→ -4, -1, 6, i, -0.9, 6, -0.3, -3, 2
31) Cc1cc(C)c2cc(CN(Cc3ccco3)C(=O)NCc3ccccc3)c(=O)[nH]c2c1
→ -7, 2, 8, i, -0.4, -4, 0.4, 0, 2
32) O=S(=O)(c1ccc(F)cc1)N1CCN(S(=O)(=O)c2ccc3c(c2)OCCO3)CC1
→ -1, 0, -4, i, -0.1, -6, 0.4, -2, 2
33) CCN(CC(=O)Nc1ccc(NC(C)=O)cc1)C(=O)/C=C/c1ccc(S(=O)(=O)N2CCCCCC2)cc1
→ -2, 2, 1, i, 0.6, -8, -0.6, -3, 0
34) O=C(O)c1ccccc1-c1ccccc1C(=O)Nc1ccc2c(c1)[nH]c(=O)c1ccccc12
→ -3, 2, -5, i, 0.0, 17, 2.2, -2, 17
35) Cc1cc([N+](=O)[O-])cc(C)c1OCC(=O)N/N=C/c1ccc(OC(=O)c2ccccc2)cc1
→ 3, -3, 2, i, 0.3, 4, 0.2, 1, 0
36) O=C(Nc1nc(-c2ccc([N+](=O)[O-])cc2)cs1)c1c(F)cccc1F
→ 16, 1, 13, i, 0.1, 4, -0.1, -1, -7
37) CC1CCCC(NC(=O)COC(=O)COc2ccc(Cl)cc2)C1C (stereo not drawn)
→ -14, -4, -6, i, -0.3, 3, -0.2, -4, 4
38) CC(=O)N1C[C@H]2CON(C)[C@H]2C[C@H]1c1ccc(-c2ccccc2)cc1
→ 0, 0, -7, i, -0.6, 1, -1.0, -1, -1
39) O=C(c1cnccn1)N1CCc2c([nH]c3ccccc23)C1c1cccc(Cl)c1 (stereo not drawn)
→ 19, 1, 28, i, 7.0*, -2, 0.1, -3, 6
40) OC[C@@H]1CN(Cc2ccccc2)C[C@H](n2cnc3c(Nc4ccccc4)ncnc32)O1
→ -19, -1, -6, /, 0.3, -4, -0.5, -2, 2
41) CC1(C)Cc2[nH]c(=S)c(C#N)cc2CO1
→ 30, -4, -5, i, -0.4, -8, -0.1, 0, -1
42) CON(C)C(=O)CCC1CCCN1C(=O)OC(C)(C)C (stereo not drawn)
→ 3, 0, -10, i, -0.5, 2, /, -1, -3
43) O=C(c1ccccc1)c1ccc(C(=O)N2CCN(c3ccc(F)cc3)CC2)o1
→ -4, -1, 16, i, -0.3, 0, 1.5, -1, -4
44) O=C(N/C(=C/c1cccc([N+](=O)[O-])c1)C(=O)N1CCCC1)c1ccccc1
→ -9, 2, -1, i, 0.4, -3, 1.0, -2, 0
45) O=C(N/N=C/c1ccco1)c1cc(-c2cccc3ccccc23)n[nH]1
→ 3, 0, 3, i, -0.2, -6, 1.4, -10, 5
46) N#Cc1ccccc1NC(=O)Nc1cccs1
→ 8, 5, 0, i, -0.5, 9, -0.3, 0, 1
47) COc1cc(/C=N/NC(N)=O)cc(Br)c1OCc1ccc(C)cc1
→ 3, 1, 2, i, -0.7, 1, -0.6, -1, 4
48) COc1cccc(CCOC(=O)c2c(-c3ccsc3)oc3c2C(OC(C)=O)CCC3)c1 (stereo not drawn)
→ /, /, 20, i, 0.1, 6, 1.0, -1, -4
49) CCc1ccc2[nH]c(=O)c(CN(CCCN3CCOCC3)C(=O)Nc3ccccc3)cc2c1
→ 7, -2, -1, i, -0.3, 2, 0.7, 1, -2
50) CCOc1cc(C(c2c(C)[nH][nH]c2=O)c2c(C)[nH][nH]c2=O)ccc1OC(=O)c1cccc([N+](=O)[O-])c1
→ -5, 2, -32, i, 0.4, 2, 1.9, 5, -4
51) CC1CCCCN1C(=O)CSc1nc2ccccc2n1CC(=O)N1CCc2ccccc21 (stereo not drawn)
→ -10, -3, 1, i, -0.1, -1, 0.3, -1, 2
52) COc1ccc(CCNC(=O)Cn2cnc3c(nnn3Cc3ccc(C)cc3)c2=O)cc1OC
→ -3, 1, -11, i, -0.5, -1, 0.2, -9, 2
53) O=C(NCC1CCN(Cc2ccccc2Cl)CC1)Nc1cccc(Cl)c1
→ 7, -1, 2, i, 0.3, 0, -1.1, -1, 2
54) Cn1nc(-c2ccc(N3CCCCC3)c(NC(=O)c3ccco3)c2)c2ccccc2c1=O
→ -2, 3, 34, /, -0.1, 3, -0.3, -2, 4
55) CC(=O)N1CCN(c2nnnn2-c2ccccc2)CC1
→ 1, -2, -4, i, -0.4, -2, 0.2, 2, -5
56) C=CCN(CC=C)Cc1cc(=O)oc2cc(C)ccc12
→ -8, 3, 1, i, 0.1, -1, 0.1, -4, -3
57) Cc1ccc(-c2nn(-c3ccccc3)cc2/C=N/NS(=O)(=O)c2ccccc2)cc1
→ -3, 4, 25, i, 0.2, 7, 1.1, 0, 5
58) Cc1c(NC(=O)COC(=O)c2cccn2C)c(=O)n(-c2ccccc2)n1C
→ 6, 1, -5, i, 0.4, -12, -1.0, -1, 2
59) O=Cc1ccc(-c2nc3ccccc3s2)o1
→ 2, -1, -6, i, 0.0, 10, 2.9, -3, 7
60) CC1(C)CC(=O)c2sc(NC(=O)CCS(=O)(=O)c3ccccc3)nc2C1
→ -8, 1, -5, i, -0.6, -7, 2.9, -3, 1
61) COc1ccc2c(Cl)cc(NC(=O)Nc3c(C)cccc3C)nc2c1
→ -4, 1, -3, i, 0.0, 1, -0.8, -1, 5
62) Cc1ccc(Cc2nnc(SCC(=O)Nc3ccc(C)cc3C)[nH]c2=O)cc1
→ 13, 1, -2, i, -0.3, 0, -1.1, -1, 0

Some entries already given, reduced to bovine MsrA act:
No. | molecule | bovine MsrA act
42 | CON(C)C(=O)CCC1CCCN1C(=O)OC(C)(C)C (stereo not drawn) | -1
52 | COc1ccc(CCNC(=O)Cn2cnc3c(nnn3Cc3ccc(C)cc3)c2=O)cc1OC | -9
62 | Cc1ccc(Cc2nnc(SCC(=O)Nc3ccc(C)cc3C)[nH]c2=O)cc1 | -1

Compound activity deposited in PubChem BioAssay by several laboratories.
